Cdc42 wt = modulators of GTP binding to wildtype Cdc42, primary screen, biochemical, multiplex bead flow cytometry, Bodipy-GTP; GST-Cdc42 beads; actives lie on both sides; AID 761, 2007; Cell division control protein 42 homolog (Homo sapiens), P60953; percent activity (GTP binding), % at 10 µM; hit rate 0.2% among 190,000;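 active = percent activity GTP binding at least 20 points away from the 100% baseline, either down as inhibitor or up as activator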;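 also: median bead fluorescence of bound Bodipy-FL-GTP at 100 nM; 0% = excess unlabeled GTP control and 100% = no compound control; below 100% means less GTP binding so inhibitor and above means activator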
Target sequence (P60953 whole entry, looked up): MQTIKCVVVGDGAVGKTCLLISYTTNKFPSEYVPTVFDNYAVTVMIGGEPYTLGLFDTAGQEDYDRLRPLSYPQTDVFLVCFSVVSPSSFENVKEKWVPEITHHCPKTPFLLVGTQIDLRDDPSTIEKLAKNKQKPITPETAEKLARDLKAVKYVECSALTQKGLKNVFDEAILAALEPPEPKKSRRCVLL
Rac1 wt GTP bind = wildtype Rac1 GTP binding modulators, primary screen, biochemical, GST-Rac1 beads, flow cytometry, multiplex; hit rate 0.27% among 190,000; Ras-related C3 botulinum toxin substrate 1 (Homo sapiens), P63000; fluorescent GTP binding; actives lie on both sides; 0 = cold GTP competed, 100 = untreated; GTP binding activity (% of control), % at 10 µM;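 active = GTP binding activity at least 20 points away from the 100% control level, either lower or higher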
Mcl1-Bid inh = Mcl-1/Bid binding inhibitors, primary screen, biochemical, TR-FRET, 1536-well | TR-FRET Mcl-1/Bid-Dy647 peptide binding | Induced myeloid leukemia cell differentiation protein Mcl-1 (Homo sapiens), Q07820 | inhibition, % at 21.7 µM | hit rate 0.97% among 220,000;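 active = compounds that cut the binding signal by more than half at the single screening dose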;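 also: His-tagged Mcl-1 with europium anti-His antibody binding Bid BH3 peptide; 0% = Mcl-1 plus peptide wells and 100% = peptide-only wells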
Target sequence (Q07820 whole entry, looked up): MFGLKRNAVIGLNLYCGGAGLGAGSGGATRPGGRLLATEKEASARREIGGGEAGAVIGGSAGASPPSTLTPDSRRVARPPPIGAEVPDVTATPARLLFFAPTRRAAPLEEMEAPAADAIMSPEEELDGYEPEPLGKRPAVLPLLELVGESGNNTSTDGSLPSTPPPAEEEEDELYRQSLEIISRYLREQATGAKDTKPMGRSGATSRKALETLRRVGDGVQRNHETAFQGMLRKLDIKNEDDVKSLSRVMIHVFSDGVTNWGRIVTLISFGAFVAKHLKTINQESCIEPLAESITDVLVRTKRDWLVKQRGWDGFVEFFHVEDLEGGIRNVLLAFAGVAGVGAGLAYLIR
Rac1 mut GTP = GTP binding modulators of activated mutant Rac1, primary screen, biochemical, bead-based flow cytometry, multiplex, fluorescent GTP; percent activity (GTP binding), % at 10 µM; GST-Rac1 activated beads; actives lie on both sides; 100% means binding = to untreated wells; hit rate 0.11% among 190,000; Ras-related C3 botulinum toxin substrate 1 (Homo sapiens), P63000; AID 764, 2007;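 active = GTP binding at least 20 percentage points away from the 100% baseline, in either direction, so actives lie on both sides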
Rab2 wt GTP = modulators of GTP binding to Rab2A wildtype, primary screen, biochemical, dog, bead-based flow cytometry, multiplex; GST-Rab2 wt beads, Bodipy-GTP binding; hit rate 0.19% among 190,000; Ras-related protein Rab-2A (Canis lupus familiaris), P61105; GTP binding activity, % at 10 µM;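 active = GTP binding activity at least 20 points away from 100%, either lowered or raised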;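 also: 0% = beads with excess unlabeled GTP and 100% = no-compound control corrected for plate trend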
Avidin bead fluor = green autofluorescence of compounds with avidin beads – biophysical, 488/530 nm, flow cytometry, artefact control, profiling panel; compound fluorescence 488/530 nm; active compounds read high; fluorescence (KMESF) at 10 µM; hit rate 0.38% among 220,000; AID 1775, 2009; in the data active = fluorescence above about 47; also: inactives centre near 10
HRas wt GTP bind = modulators of GTP binding to HRas wildtype, primary screen, biochemical, bead-based flow cytometry, multiplex; GTPase HRas (Homo sapiens), P01112; GST-Ras wt beads, Bodipy-FL-GTP binding; actives lie on both sides; GTP binding activity, % at 10 µM; hit rate 0.14% among 190,000; AID 759, 2007;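 active = GTP binding activity at least 20% away from the 100% baseline, either lowered as inhibitor or raised as activator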;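 also: 0% = unlabeled GTP competition control and 100% = no-compound control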
Target sequence (P01112 whole entry, looked up): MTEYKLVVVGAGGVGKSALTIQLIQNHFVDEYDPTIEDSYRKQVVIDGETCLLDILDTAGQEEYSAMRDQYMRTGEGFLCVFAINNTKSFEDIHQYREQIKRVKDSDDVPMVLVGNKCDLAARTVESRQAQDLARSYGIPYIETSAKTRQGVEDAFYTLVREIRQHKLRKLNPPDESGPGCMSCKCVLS
Mcl1 Noxa PPI = Mcl-1/Noxa binding inhibitors, primary screen, biochemical, TR-FRET, 1536-well | Induced myeloid leukemia cell differentiation protein Mcl-1 (Homo sapiens), Q07820 | TR-FRET Mcl-1/Noxa peptide binding, 2 h | inhibition, % at 21.7 µM | hit rate 1.5% among 220,000 | AID 1022, 2008;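 active = compounds that cut the protein-peptide binding signal by more than 50% relative to plate controls in a single-dose test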;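 also: His-tagged Mcl-1 with rhodamine Noxa BH3 peptide and terbium anti-His antibody; 0% = Mcl-1 plus Noxa peptide wells and 100% = peptide-only wells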
Rab7 wt modul = modulators of GTP binding to Rab7, primary screen, biochemical, wildtype, multiplex bead flow cytometry; Rab7 GTPase wild type (dog), Bodipy-FL-GTP binding; GST-Rab7 beads, fluorescent GTP binding; actives lie on both sides; untreated = 100%, excess cold GTP = 0%; GTP binding activity (percent of control), % at 10 µM; hit rate 0.055% among 190,000; AID 758, 2007;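 active = fluorescent GTP binding to Rab7 beads changed by at least 20 points from the 100% baseline, either direction, mostly lower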;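 also: median green fluorescence of bound Bodipy-FL-GTP per Rab7 bead population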
Pf gamet viab = late stage P. falciparum gametocyte viability inhibitors, primary screen, ATP luminescence, HTS | P. falciparum stage V gametocytes, 24 h | inhibition, % at 10.9 µM | hit rate 0.065% among 150,000 | AID 743093, 2013;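 active = inhibition above the mean plus 3 SD of compounds within the control limits, set per campaign, cut at about 38% in these data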;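 also: 0% = DMSO wells and 100% = medium only without gametocytes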
GSH fluor = compound fluorescence on glutathione beads, profiling panel, artefact control, biophysical, 488/530 nm, flow cytometry | AID 1776, 2009 | hit rate 0.25% among 190,000 | GSH beads flow cytometry, compound fluorescence 488/530 nm; active compounds read high | fluorescence (KMESF) at 10 µM; in the data active = fluorescence above about 89;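 also: glutathione beads carrying GST-tagged Bcl family fusion proteins plus one bare bead set; values are compound well signal with DMSO vehicle wells as background; inactives centre near 16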
* hit, by the source's call; . = not tested or not shown. An unsorted share of the library; overall some 3% were active at least once.

canonical_smiles,Avidin bead fluor,Cdc42 wt,Mcl1-Bid inh,Rab2 wt GTP,HRas wt GTP bind,Rac1 wt GTP bind,Mcl1 Noxa PPI,Pf gamet viab,GSH fluor,Rab7 wt modul,Rac1 mut GTP
COc1ccc2c(c1)cc(C(O)c1ccccn1)n2S(=O)(=O)c1ccccc1 (stereo not given),6,99,0,99,96,104,-3,-30,11,98,98
Cc1ccc(N/C(=C\C(=O)c2ccccc2)C(=O)O)cc1,10,97,-31,95,97,102,-26,-32,11,101,94
O=C(Nc1ccn(Cc2ccccc2)n1)c1cccc(Cn2cc([N+](=O)[O-])cn2)c1,2,100,-15,103,103,105,2,5,6,101,100
Cc1cccc(OCC(O)CN2C(C)(C)CC(O)CC2(C)C)c1C (stereo not given),13,99,-11,99,101,98,11,-3,7,102,97
CCN(CC)S(=O)(=O)c1ccc(N(C)CCc2ccc(OC)c(OC)c2)nc1,12,99,2,97,97,102,14,3,15,96,96
O=C(Nc1ccccn1)c1cc(-c2cccc(Cl)c2)nc2ccccc12,11,99,2,98,98,99,32,5,16,107,96
Cn1nnnc1SCC(=O)N1CCN(S(=O)(=O)c2ccc(Cl)cc2)CC1,10,95,-11,94,95,97,18,-19,14,96,93
C=CCn1c(-c2ccccc2)c[nH]c1=S,7,98,-10,98,99,97,9,.,45,99,97

(further entries)
canonical_smiles,Avidin bead fluor,Cdc42 wt,Mcl1-Bid inh,Rab2 wt GTP,HRas wt GTP bind,Rac1 wt GTP bind,Mcl1 Noxa PPI,Pf gamet viab,GSH fluor,Rab7 wt modul,Rac1 mut GTP
COc1ccc(CCNC(=O)C2CC2)cc1OC,36,103,-9,101,100,105,-6,.,23,100,99
Cc1sc2ncnc(SCC#N)c2c1C,12,103,-38,99,104,105,33,.,31,101,98
CCOC(=O)c1c(C)c(C(=O)NCc2cccnc2)c(C)n1C,6,96,-22,100,98,95,3,-24,18,99,98
N#Cc1cnn2ccc(-c3ccc4c(c3)CCC4)nc12,9,94,1,96,97,98,5,.,17,101,96
c1ccc(N2CC[N+]3(CCCC3)CC2)nc1,11,100,-24,98,98,104,-14,15,78,95,103
O=C(Nc1ccc(F)cc1)N1CCC(c2nc3c(nnn3Cc3ccccc3Cl)c(=O)[nH]2)CC1,12,90,-11,92,93,93,-9,-2,13,90,91
C=CCN1C(=O)c2cccc3c(N4CCCCC4)ccc(c23)C1=O,7,98,-15,101,96,96,-5,-2,14,101,96
CC1CN(c2ccc(S(=O)(=O)N3CCOCC3)cn2)CC(C)O1 (stereo not given),7,98,0,98,98,102,9,.,33,97,98

The listing continues:
canonical_smiles,Avidin bead fluor,Cdc42 wt,Mcl1-Bid inh,Rab2 wt GTP,HRas wt GTP bind,Rac1 wt GTP bind,Mcl1 Noxa PPI,Pf gamet viab,GSH fluor,Rab7 wt modul,Rac1 mut GTP
COc1ccccc1N(CC(=O)NC(C)(C)C)C(=O)Cn1nnc(-c2ccc(C)o2)n1,6,101,-11,101,101,101,11,-2,54,100,99
O=C(CCCN=C1NS(=O)(=O)c2ccccc21)OCc1cc([N+](=O)[O-])cc2c1OCOC2,9,94,-23,101,96,92,1,2,13,105,94
COc1c(N2CCN(C(=S)NCc3ccccc3)C(C)C2)c(F)cc2c(=O)c(C(=O)O)cn(C3CC3)c12 (stereo not given),55*,100,-53,98,96,99,-17,.,35,98,98
NCCOc1cnn(-c2ccccc2Cl)c(=O)c1Cl,7,98,-4,95,98,105,15,-4,21,94,98
COc1ccccc1C1(CC(=O)N2CCOCC2)CCOC(C(C)C)C1 (stereo not given),12,103,3,101,101,103,-6,.,12,102,99
Brc1cccc(Cn2c(-c3cncs3)nc3ccccc32)c1,5,101,-4,102,103,106,-12,-17,12,101,99
Cc1ccc(S(=O)(=O)N2CCC(=O)N(CCOCc3ccccc3C)CC2)cc1,17,101,9,102,102,108,-4,.,18,103,98
Cc1cc(C)n(-c2nc3c(c(=O)[nH]c(=O)n3C)n2CC(O)COc2ccccc2C)n1 (stereo not given),4,105,-30,105,103,106,-2,.,14,102,101

Carrying on.
canonical_smiles,Avidin bead fluor,Cdc42 wt,Mcl1-Bid inh,Rab2 wt GTP,HRas wt GTP bind,Rac1 wt GTP bind,Mcl1 Noxa PPI,Pf gamet viab,GSH fluor,Rab7 wt modul,Rac1 mut GTP
CCOC(=O)c1c(C)[nH]c(C(=O)COC(=O)CCC2CCCC2)c1C,6,101,4,102,101,102,3,-9,13,100,98
CC(NS(=O)(=O)c1cccc(Cl)c1)C(=O)N(C)C1CCN(C)CC1 (stereo not given),14,97,-14,100,99,98,53*,22,28,104,95
COc1ccc(S(=O)(=O)N2CCN(Cc3cccc(Cl)c3)CC2)cc1,5,102,-23,102,103,102,-1,.,12,102,99
COc1ccc2cc3cc(C(=O)NCC4CCCO4)oc3nc2c1 (stereo not given),36,100,12,101,99,98,-3,.,10,100,99
Cc1nn(C)c(C)c1S(=O)(=O)NCc1cccs1,14,97,-20,98,96,100,-6,13,4,92,101
CCOc1cc(N2CCOCC2)c(OCC)cc1NC(=O)c1ccccc1C,11,95,-54,97,95,97,-1,-2,11,98,96
CCOc1ncccc1C(=O)OCC(=O)Nc1cccc(S(N)(=O)=O)c1,22,95,-28,95,96,99,10,2,12,97,95
Cc1sc2ncnc(OCC(=O)c3ccc(S(=O)(=O)N4CCCC4)cc3)c2c1C,18,97,-2,93,99,102,9,-10,10,94,92

Further results:
canonical_smiles,Avidin bead fluor,Cdc42 wt,Mcl1-Bid inh,Rab2 wt GTP,HRas wt GTP bind,Rac1 wt GTP bind,Mcl1 Noxa PPI,Pf gamet viab,GSH fluor,Rab7 wt modul,Rac1 mut GTP
CC(=O)c1ccc(N2CCN(C(=O)c3ccc4c(Cl)c5c(nc4c3)CCCC5)CC2)cc1,6,97,-1,98,97,96,12,.,18,103,94
O=C(COC(=O)CSc1ccc2ccccc2c1Br)NC1CC1,12,99,5,97,96,99,12,12,27,94,95
Cc1ccc(NC(=O)CN(C)Cc2ccc(Cl)cc2)cc1,5,95,-50,95,98,97,11,19,13,96,93
CN1C2CCC1/C(=C/c1cccn1C)C(=O)/C2=C\c1cccn1C,3,101,-105,96,99,105,-30,-17,7,100,102
O=C(NCc1ccco1)[C@@H]1CSC2c3ccccc3C(=O)N21 (stereo not given in full),14,100,-11,99,100,101,50,-8,37,102,96
CC(C)(C)c1cc(=O)n(-c2ccccc2)[nH]1,3,102,-85,99,102,107,7,3,10,106,98
O=S(=O)(NCC(c1cccnc1)N1CCOCC1)c1ccccc1 (stereo not given),13,104,-21,104,104,107,12,13,12,106,100
Cc1cccc2cc(CN(Cc3cccs3)Cc3nnnn3Cc3ccccc3)c(=O)[nH]c12,6,98,-22,101,98,91,6,.,11,102,96

Continuation:
canonical_smiles,Avidin bead fluor,Cdc42 wt,Mcl1-Bid inh,Rab2 wt GTP,HRas wt GTP bind,Rac1 wt GTP bind,Mcl1 Noxa PPI,Pf gamet viab,GSH fluor,Rab7 wt modul,Rac1 mut GTP
Cc1ccc(Cl)cc1N1CCN(C(=O)Cn2ccc3ccccc3c2=O)CC1,11,99,-11,96,100,97,6,.,9,97,95
c1ccc(-c2cc(-c3ccncc3)nc3ccc4ccccc4c23)cc1,8,94,-13,95,97,104,8,2,4,91,100
NC(=O)CCC1NC(=S)N(Cc2ccccc2)C1=O (stereo not given),14,96,-17,97,97,101,-9,24,22,99,98
CC/C(=N\NC(=O)CSCc1ccc(Cl)cc1)c1ccc2c(c1)OCCO2,8,96,-4,98,96,94,-6,7,10,95,94
CCOc1ccc(NC(=O)c2ccc(NCC(=O)N3CCCCCC3)cc2)cc1,11,91,-29,94,93,97,6,.,13,101,95
Cn1c(Cl)c(/C=N/OC(=O)C2CC2)c2ccccc21,7,98,-6,95,100,100,-1,6,13,99,95
COc1ccc(CCNC(=O)CCCCn2c(=O)[nH]c3ccccc3c2=O)cc1OC,39,103,2,101,102,102,8,-5,14,101,98
CCc1c(C)c2c(C)[nH]nc2oc1=O,6,104,-10,101,103,104,6,.,19,103,100

Additional compounds
canonical_smiles,Avidin bead fluor,Cdc42 wt,Mcl1-Bid inh,Rab2 wt GTP,HRas wt GTP bind,Rac1 wt GTP bind,Mcl1 Noxa PPI,Pf gamet viab,GSH fluor,Rab7 wt modul,Rac1 mut GTP
CC(C)c1ccc(S(=O)(=O)N2CCN(C(=S)NCc3ccco3)CC2)cc1,1,95,-9,100,98,100,25,5,7,103,95
COC(=O)c1ccc(-n2c(C)nc(=O)c(-c3ccccc3)c2C)cc1,2,95,-16,96,96,95,-6,-9,51,96,95
CCn1c(-c2ccccc2SC)n[nH]c1=S,9,104,-26,97,98,99,3,.,18,93,96
CCC(C)C(=O)Nc1nc(C)c(-c2csc(Nc3ccccc3OC)n2)s1 (stereo not given),31,102,-24,98,100,101,19,.,22,98,101
CCSc1nc2cc(OC)c(OC)cc2c(=O)n1CC,10,97,-7,101,98,98,-13,.,7,100,95

From PubChem
